# POLI inh: qHTS for Inhibitors of Polymerase Iota; DNA polymerase iota (Homo sapiens), Q9UNA4; Pol iota fluorescent replication assay, 10 min; Potency, µM (highest dose often 115 µM), for the others: at the highest dose activity, negative = inhibition, most hits filed as inhibitors; 390,000 tested, 1% active
# Target sequence (Q9UNA4 whole entry, looked up): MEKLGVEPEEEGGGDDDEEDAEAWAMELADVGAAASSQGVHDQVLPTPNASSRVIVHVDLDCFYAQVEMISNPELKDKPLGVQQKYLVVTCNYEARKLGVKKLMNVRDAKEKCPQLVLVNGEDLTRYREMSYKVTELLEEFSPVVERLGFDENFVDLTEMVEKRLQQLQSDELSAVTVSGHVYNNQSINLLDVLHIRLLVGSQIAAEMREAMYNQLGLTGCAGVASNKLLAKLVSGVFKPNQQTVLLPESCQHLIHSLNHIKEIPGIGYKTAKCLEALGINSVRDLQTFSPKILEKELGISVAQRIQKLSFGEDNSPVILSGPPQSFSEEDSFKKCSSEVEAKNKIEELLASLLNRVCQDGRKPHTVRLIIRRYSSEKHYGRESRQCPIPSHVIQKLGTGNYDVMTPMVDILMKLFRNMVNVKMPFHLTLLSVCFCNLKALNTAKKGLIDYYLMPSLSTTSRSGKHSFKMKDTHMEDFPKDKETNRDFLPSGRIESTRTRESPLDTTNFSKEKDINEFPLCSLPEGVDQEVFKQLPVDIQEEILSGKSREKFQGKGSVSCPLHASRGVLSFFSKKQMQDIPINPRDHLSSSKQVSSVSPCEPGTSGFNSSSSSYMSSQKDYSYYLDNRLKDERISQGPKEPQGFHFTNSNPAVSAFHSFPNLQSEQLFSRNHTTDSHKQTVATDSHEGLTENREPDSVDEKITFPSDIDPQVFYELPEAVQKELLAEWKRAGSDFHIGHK
#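 Fluorescent replication assay read twice, at 0 min and 10 min after adding 50 nM (final) substrate. Enzyme (10 nM) and compounds were first incubated 15 min at room temperature; enzyme-free buffer wells were negative controls.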
# Pol kappa inh: qHTS for Inhibitors of Polymerase Kappa | DNA polymerase kappa (Homo sapiens), Q9UBT6 | purified Pol kappa, fluorescent DNA synthesis assay, 10 min | Potency, µM (doses to about 107 µM), for the others: at the highest dose activity, negative = inhibition, hits mostly inhibitors | 400,000 tested, 0.53% active; also: % is scaled to controls: 0 for no effect and ±100 for the full control effect
#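 Enzyme at 10 nM met test compounds for 15 min at room temperature. Substrate addition (50 nM final) began the reaction, which was monitored by fluorescence at 0 and 10 min.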
# POLH inh: qHTS for Inhibitors of Polymerase Eta; DNA polymerase eta (Homo sapiens), Q9Y253; recombinant Pol eta, fluorescent DNA replication assay; Potency, µM (series often up to 114 µM), for inactives: top-dose activity change, negative = inhibition, hits mostly inhibitors; 390,000 tested, 1.2% active; also: % is scaled to controls: 0 for no effect and ±100 for the full control effect
#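 Fluorescent replication assay: 50 nM final substrate added after a 15 min room-temperature compound preincubation with 10 nM enzyme. Signal taken at 0 min and again at 10 min.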
# * hit, by the source's call; ? = inconclusive; & = joins results of further samples; [ ] = another dose, or the depositor's remark. Calls follow the shape of the dose curve; as a rule, active = well fitted inhibition curve with a large enough effect; inconclusive = small, poorly fitted or top-dose-only effect, or another doubt; inactive = no such curve, though single readings can be large or run the other way. Potency is read from the fitted curve at half-maximal effect. Some of the compounds tested (hit frequency here may not be typical).
Structure	POLI inh	Pol kappa inh	POLH inh
CC(Sc1nnc(CN2CCCC2)n1Cc1ccccc1)C(=O)Nc1ccc(F)cc1Cl (stereo unspecified)	3%	2%	-6%
CC(=O)C1(O)CCC2C3CC(C)C4=CC(=O)C=CC4(C)C3(F)C(O)CC21C (stereo unspecified)	3%	-13%	-11%
COc1cc(C=O)ccc1OCc1cn(CC(=O)c2ccc(O)cc2)nn1	12%	-1%	2%
CCOc1ccccc1NC(=O)COC(=O)COc1c(Cl)cc(Cl)c2ccc(C)nc12	-8%	-12%	-10%
O=C1C=C(c2ccc3c(c2)OCO3)CCC1	4%	-5%	-21%
C=C1CC2(OC1=O)c1ccccc1CCc1ccccc12	14%	-6%	?
O=C(NCc1ccccc1F)C12CC3CC(CC(C3)C1)C2	60%[activator]	-8%	-16%
Cc1ccncc1CNC(=O)c1ccccc1	51%[activator]	-5%	-10%
O=C(c1ccccc1)c1cccc2ccccc12	24%	-6%	-17%
O=C(O)C1CCN(Cc2oc(CO)cc(=O)c2O)C1 (stereo unspecified)	0%	-15%	-14%
CCCCCn1c(N2CCC(Cc3ccccc3)CC2)nc2c1c(=O)[nH]c(=O)n2C	6%	1%	-31%
CC(NC(=O)c1ccccc1)C(=O)Nc1ccccc1 (stereo unspecified)	45%[activator]	-2%	-15%
CC(C)C(C(=O)Nc1ccccc1F)N1C(=O)c2ccccc2C1=O (stereo unspecified)	75%[activator]	-8%	-13%
CC1Cc2cc(/C(O)=C3/C(=O)C(=O)N(CCCn4ccnc4)C3c3ccc([N+](=O)[O-])cc3)ccc2O1 (stereo unspecified)	3%	2%	-9%
N=c1nc2n(cc1F)C1OC(CO)C(O)C1O2 (stereo unspecified)	21%	-13%	-13%
COc1ccc(C(=O)CCc2ccc(OC)c(OC)c2)cc1	39%[activator]	0%	?
COC(=O)CNC(=O)C1Nc2ccccc2C2C=CCC12 (stereo unspecified)	?	-20%	?
Cc1ccc2c(CSc3nc4ccccc4c(=O)n3CCCO)cc(=O)oc2c1	10%	-2%	0%
Nc1nc(CSc2nnnn2-c2ccc(F)c(Cl)c2)nc(N2CCOCC2)n1	18%	-2%	15%
Oc1ccc(C[C@H]2CNC(=S)N2CC2CCCN2C[C@H](Cc2ccc(O)cc2)N2C[C@H](Cc3ccccc3)N(CC3CCCCC3)C2=S)cc1 (stereo partly specified)	14%	10%	-12%
CN1C[C@@H]2[C@@H]3C(=O)N(Cc4ccccc4)C(=O)[C@@H]3[C@](C)(C1=O)N2C(=O)c1ccc(Br)cc1	31%[activator]	12%	-23%
CCOC(=O)C1=C(COC(=O)c2ccc(Br)c(S(=O)(=O)N3CCOCC3)c2)NC(=O)NC1C (stereo unspecified)	?	-23%	-23%
O=C1Nc2ccc(Br)cc2/C1=C/C(=O)c1ccccc1	-4%	-13%	?
O=C(Nc1ccccc1)C1=C[C@H](C2CCCCC2)C[C@H](OCCCCO)O1	13%	-12%	-18%
C#CCOCCOCCOCCNc1nc(N2CCN(C(=O)Cn3cc(CCO)nn3)CC2)nc(N2CCN(C(=O)[C@H](CCCCN)n3cc(CC(C)O)nn3)CC2)n1 (stereo partly specified)	?	-6%	-8%
Cc1ccc2c(C)c(C)c(=O)n(C)c2c1	27%	-7%	-16%
Cc1cccc(-c2cc3nc4c(c(N5CCC6(CC5)OCCO6)n3n2)CCCC4)c1	7%	1%	2%
O=S(OCCN1CCOCC1)C(c1ccccc1)c1ccccc1 (stereo unspecified)	31%[activator]	3%	-16%
O=C(Nc1cccc(C(=O)N2CCCCC2)c1)C1CC1	34%	3%	-20%
COc1ccc(C(=O)Nc2cccc(/C=C(/CCC(=O)O)c3nc4ccccc4s3)c2)cc1	13µM*	?	40µM*

# Complete entries, looked up by structure. Order of values: POLI inh | Pol kappa inh | POLH inh
# `O=C1Nc2ccc(Br)cc2/C1=C/C(=O)c1ccccc1` in the list: -4% | -13% | ?
# `O=C(Nc1cccc(C(=O)N2CCCCC2)c1)C1CC1` in the list: 34% | 3% | -20%
# `Cc1ccc2c(CSc3nc4ccccc4c(=O)n3CCCO)cc(=O)oc2c1` in the list: 10% | -2% | 0%
# `COc1ccc(C(=O)Nc2cccc(/C=C(/CCC(=O)O)c3nc4ccccc4s3)c2)cc1` in the list: 13µM* | ? | 40µM*
# `Nc1nc(CSc2nnnn2-c2ccc(F)c(Cl)c2)nc(N2CCOCC2)n1` in the list: 18% | -2% | 15%

# Other entries.
Structure	POLI inh	Pol kappa inh	POLH inh
OC(c1ccccn1)C(O)c1ccccn1 (stereo unspecified)	16%	-16%	-3%
CC(=O)N[C@H]1[C@H]([C@H](O)[C@H](O)CO)O[C@](O)(C(=O)O)C[C@@H]1O	-11%	-17%	-10%
CC1(C)S[C@@H]2[C@H](NC(=O)COc3ccccc3)C(=O)N2C1C(=O)OCC1CCCCC1 (stereo partly specified)	-3%&12%	-13%&-4%	-8%
CN(Cc1ccccc1)C(=O)c1ccc(NC(=O)Cc2ccc(NC(=O)C3CCN(C(=O)C4CCCCC4)CC3)cc2)cc1	-10%	2%	-10%
OCCn1cnc2c(SCc3ccccc3)ncnc21	-21%	-5%	0%
Cc1cccc2cc3ccccc3nc12	82%&57%[activator]	8%&-9%	-22%
Nc1cccc2c(O)cc(S(=O)(=O)O)cc12	3.2µM*	8.9µM*	2.8µM*
O=C1C(=O)c2ccccc2C(O)=C1CC=C(Cl)Cl	?	-19%	-5%
CCCn1c(C)cc(C(=O)CN2C(=O)c3ccccc3C2=O)c1C	35%[activator]	-10%	-34%
CC1=CCC(C(C)(C)NC(=O)c2ccccc2)C/C1=N\O (stereo unspecified)	39%[activator]	-1%	-18%
O=S(=O)(Oc1ccccc1-c1ccccc1)c1ccccc1	36%[activator]	-13%	-9%
O=C(NC1=NCCS1)c1ccccc1Br	65%[activator]	5%	-7%
CC1(c2nnc(-c3ccc(Cl)cc3)o2)CC(c2cccnc2)=NO1 (stereo unspecified)	-7%	0%	-15%
Cc1cn(CC(=O)NCCNc2ccc([N+](=O)[O-])cn2)c(=O)[nH]c1=O	11%	-2%	-8%
Clc1nc(-c2ccccc2)ncc1Oc1ccccc1	-7%	13%	-3%
Cc1cc(/C=C2/SC(=S)N(c3cccc(Cl)c3)C2=O)c(C)n1-c1cccnc1	4%	-11%	-17%
C[C@@H]1CCC[C@]2(O[C@@H](CCO)C[C@H](O)[C@H]2O)O1	?	-7%	-10%
COc1ccc(C(=O)c2ccc(Cl)cc2)c(OC)c1OC	83%[activator]	-9%	-24%
COc1cccc(NC(=O)CN(C)C(=O)c2cccc(NS(=O)(=O)c3ccc(Br)cc3)c2)c1	1%	-14%	-20%
O=C(c1cc(Cl)nc2ccccc12)N(Cc1nnc(-c2ccccc2Cl)o1)C1CC1	14%	-8%	-4%
[O-][n+]1ccc(OCc2ccccc2)cc1	-2%[58.9 µM]	-11%	-22%
O=C(O)COc1ccc(Cl)cc1C1CCCCC1	79%[activator]	-19%	-16%
O=C(Nc1c[nH]c(=O)[nH]c1=O)OCc1ccccc1	9%	-14%	-9%
O=C(CCSCCC(=O)NN=Cc1ccc(F)cc1)NN=Cc1ccc(F)cc1	12%	-8%	-4%
COc1ccc(C(=O)Nc2ccc(S(=O)(=O)N3CCc4ccccc43)cc2)cc1	22%	-22%	-6%
O=C(CN1C(=O)NC2NC(=O)NC21)NC1CCCCC1 (stereo unspecified)	3%	-5%	-31%
Nc1nc(SCc2ccccn2)c2ncn(C3CCCC3)c2n1	38%[activator]	-1%	-4%
O=C(C=Cc1ccccc1)c1c[nH]c2ccccc2c1=O	?	-12%	5%
COc1ccc(CCN(C)C2CCCN(S(=O)(=O)N(C)C)C2)cc1OC (stereo unspecified)	-3%	-25%	-13%
Nc1ccc(CSc2ccc(Cl)cc2)c(Cl)c1	1%	-1%	-25%

# Looked up one by one from the list above:
Structure	POLI inh	Pol kappa inh	POLH inh
COc1ccc(C(=O)Nc2cccc(/C=C(/CCC(=O)O)c3nc4ccccc4s3)c2)cc1	13µM*	?	40µM*
C[C@@H]1CCC[C@]2(O[C@@H](CCO)C[C@H](O)[C@H]2O)O1	?	-7%	-10%

# Next section
Structure	POLI inh	Pol kappa inh	POLH inh
Cc1nc(-c2ccccc2)cc(-c2ccccc2)n1	32%[activator]	0%	0%
CSC1(SC2=NCCN2)SC2(NCCN2)S1	-17%	-4%	-6%
CC(C)(O)[C@@H]1[C@@H]2C[C@@]3(CC[C@]4(C)C(CCC5[C@@]6(C)CC[C@H](O)C(C)(C)C6CC[C@]54C)[C@@H]13)C(=O)O2 (stereo partly specified)	25%	-21%	-11%
S=c1ncc2[nH]c(=S)[nH]c2[nH]1	?	-9%	-15%
CNc1nc(Cl)nc2ncn(C)c12	71%[activator]	-11%	-1%
CCCCCC(=O)Nc1cc(S(=O)(=O)O)cc2cc(S(=O)(=O)O)cc(O)c12	1µM*	1.4µM*	-99%
Cn1c(=O)oc2ccccc2c1=O	9%	-14%	-3%
O=C(CN1CCOc2ccccc21)NC1CCCCCCC1	-11%	-11%	-21%
COCCN(CC(=O)Nc1cccc(C)c1C)C(=O)C1CCN(S(=O)(=O)c2ccccc2)CC1	6%	-7%	-16%
O=P1(O)Cc2ccccc2-c2ccccc21	3%	-9%	0%
O=C1NC(=O)N2CCSC2(Cc2ccccc2)N1 (stereo unspecified)	?	-8%	-17%
COc1cc(-c2nnc(-c3cc(-c4ccccc4)nc4ccccc34)o2)cc(OC)c1OC	77%[activator]	15%	-2%
CC1=CC(=O)N(c2cccc3c(N4C(=O)C=C(C)C4=O)cccc23)C1=O	?	-17%	11%
CCc1ccc(/C=C\C(=O)N2CCCC2)cc1	-1%	-3%	-3%
NC(=O)c1ncn([C@@H]2O[C@H](CNC(=O)[C@@H](N)Cc3cccnc3)[C@@H](O)[C@H]2O)n1	28%	-8%	-14%
Cc1ccc(S(=O)(=O)N(C)c2ccc(OC(=O)CN3C(=O)NC(C)(c4ccccc4)C3=O)cc2)cc1C (stereo unspecified)	-13%	7%	-9%
Cc1[nH][nH]c(=O)c1N=Nc1ccc(S(N)(=O)=O)cc1	?	-10%	-6%
Cc1ccc(C2=CC(c3ccc(C)cc3)n3ncnc3N2)cc1 (stereo unspecified)	33%[activator]	-3%	-10%
CC(=O)Nc1ccc(NC(=O)c2ccc(Cl)c(S(=O)(=O)N3CCc4ccccc43)c2)cc1	-1%	-4%	-14%
Cc1cc(Cl)ccc1OC(C)C(=O)Nc1ccc(S(=O)(=O)N2CCOCC2)cc1 (stereo unspecified)	10%	-24%	-18%
CC(=O)Nc1ccc2c(c1)C(=O)c1ccc(Cl)cc1-2	10%	-6%	-8%
O=C(NNC(=O)c1cccc2ccccc12)c1cccc(F)c1	25%	-14%	-1%
COc1ccc(C)cc1S(=O)(=O)N(C)CC(=O)N1CCCCC1	1%	-4%	-16%
C/C(=N\OCC(=O)OC(C)C(=O)Nc1ccc(C)c(S(=O)(=O)N2CCOCC2)c1)c1ccc2c(c1)OCO2 (stereo unspecified)	?	-17%	56µM*
Cc1nc2nc(N)nc(OCc3ccccc3)c2nc1C	-1%	1%	1%
Cc1ccccc1OCCC(=O)Nc1cc(S(=O)(=O)N2CCCCC2)ccc1N1CCN(C)CC1	-6%	-3%	?
Cn1cc(C(=O)NCCc2ccccc2)c(=O)c2cc(S(=O)(=O)N3CCOCC3)ccc21	39%[activator]	-17%	-13%
c1ccc(OCCOCCOc2ccccc2)cc1	?	-2%	-12%
CC(C)(C)c1cc(CCC(=O)Nc2ccncc2)cc(C(C)(C)C)c1O	18%	4%	-24%
C#CCOCCOCCOCCNc1nc(N2CCN(C(=O)Cn3cc(CCO)nn3)CC2)nc(N2CCN(C(=O)[C@H]([C@@H](C)CC)n3cc(CCCN=C(N)N)nn3)CC2)n1	12%	8%	-19%
COc1cccc(NC(=O)C2CCOC2=O)c1 (stereo unspecified)	5%	6%	-3%
COC(=O)c1cc(-c2ccccc2)n(CCN)c1C	-6%	-3%	0%
CCSC1OC(C(COC(C)=O)OC(C)=O)C(OC(C)=O)C1NC(C)=S (stereo unspecified)	-3%	-14%	-7%
O=[N+]([O-])c1cccc(OCCCN2CCC(Cc3ccccc3)CC2)c1	4%	7%	-15%
COc1cccc(NC(=O)c2cc(-c3ccc(OC)cc3OC)nc3ccccc23)c1	-6%	-1%	?
Cc1cc(=O)oc2c(C)cc(C(C)(C)C)cc12	29%	6%	-16%
CCOc1ccc(CCN2C(=O)C(=O)N([C@@H](Cc3ccc(O)cc3)CN3CCC[C@@H]3CN3C(=O)C(=O)NC[C@@H]3Cc3ccccc3)C[C@@H]2Cc2ccccc2)cc1	?	-8%	-5%
O=C(Nc1ccc(C(=O)N2CCCCC2)cc1)c1ccccc1Br	35%[activator]	0%	-9%
NC(=O)C1(Nc2ccccc2)CCCC1	37%[activator]	-5%	-11%
